NR2E3 ag-1 = agonists of human NR2E3 nuclear receptor | CHO-S Gal4-NCOR/VP16-NR2E3 two-hybrid, luciferase | inhibition of corepressor binding, % at 3.98 µM | 0.35% of 360,000 active | AID 602229;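 active = inhibition above the mean of all tested compounds plus 3 SD, cut at about 70% in these data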;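 note: 0% = DMSO with NR2E3 transfected cells and 100% = cells lacking NR2E3 construct; higher means lower luciferase signal from less NR2E3 corepressor binding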
Target sequence (Q9Y5X4 whole entry, looked up, the tested form may be a part): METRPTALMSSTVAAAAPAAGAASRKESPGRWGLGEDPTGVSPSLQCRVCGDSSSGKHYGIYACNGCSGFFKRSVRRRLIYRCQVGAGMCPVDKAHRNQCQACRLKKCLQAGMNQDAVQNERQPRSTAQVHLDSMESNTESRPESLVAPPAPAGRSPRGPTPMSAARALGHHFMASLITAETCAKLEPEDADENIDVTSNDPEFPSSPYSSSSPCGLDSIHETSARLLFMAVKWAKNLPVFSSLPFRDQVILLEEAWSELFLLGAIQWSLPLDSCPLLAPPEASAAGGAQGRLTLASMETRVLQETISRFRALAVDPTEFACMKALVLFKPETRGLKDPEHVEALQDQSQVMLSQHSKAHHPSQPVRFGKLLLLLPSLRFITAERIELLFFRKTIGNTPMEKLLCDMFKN
KKLEB tox = counter-screen for CF NF-kB inhibitors: cytotoxicity. KKLEB CF airway cells viability, ATPlite luminescence, overnight; stronger effect = lower value; cells stimulated with P. aeruginosa culture filtrate. 0.36% of 360,000 active. activity change (cytotoxicity), % at 5 µM;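 active = corrected activity change at or below -50% at 5 µM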
Peg3 prom inh = Peg3 promoter activity inhibition. 1.7% of 360,000 active. HeLa PEG-Prom luciferase reporter, luminescence, overnight. inhibition, % at 20 µM;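 active = inhibition of at least 50% at 20 µM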
TWEAK Fn14 block = TWEAK-Fn14 signaling inhibition. 2% of 360,000 active. inhibition, % at 10 µM. TWEAK-stimulated Fn14 reporter cells, luciferase luminescence, 8 h; in the data active = inhibition above about 50%
TRPM1 prom inh = MITF TRPM1 promoter inhibition in SK-MEL-5 cells; SK-MEL-5 TRPM1 promoter luciferase, 24 h; AID 488899; inhibition, % at 12.5 µM; 0.83% of 330,000 active;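 active = mean inhibition across replicates of 60% or more, whatever share of single replicates reaches that level; inconclusive = some that reach 60%, reason not given; inactive = mean inhibition across replicates below 60%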; note: values of inactives mirror those of a sister screen read the other way
Shn3 inh set2 = inhibitors of Schnurri-3 3'UTR reporter in osteoblasts; Clone20 osteoblast Shn3 3'UTR firefly luciferase, 24 h; inhibition, % at 12.5 µM; 0.52% of 360,000 active; AID 588674;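 active = mean inhibition of at least 75% with every replicate also reaching 75%; inconclusive = mean inhibition at least 75% but some replicate below; inactive = mean inhibition below 75%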;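 note: 0% = median of neutral control wells and 100% = pilot-screen positive control compound; some compounds past the cut are filed as inactive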
iPSC survival up = hiPSC single-cell survival enhancement. ATPlite luminescence; 100% = ROCK inhibitor wells, 0% = DMSO. survival enhancement, % at 20 µM. 0.044% of 360,000 active. AID 602274; in the data active = survival enhancement above about 18%;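 note: cells exposed to compounds for 16 hours before the ATP read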
NR2E3 ag-2 = NR2E3 (human) agonism | Q9Y5X4 | 0.12% of 320,000 active | GST-NR2E3/biotin-RetCOR TR-FRET, 1536-well | inhibition of corepressor binding, % at 4.78 µM | AID 2300;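 active = percent inhibition above the cutoff of mean plus 3 SD of all tested compounds, set per screening campaign, cut at about 20% in these data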;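 note: 0% = DMSO wells and 100% = biotin wells as full block of FRET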
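System: GST-tagged NR2E3 plus biotinylated RetCOR corepressor; Amount: 1.35 nM GST-tagged NR2E3 final; Dosing: single nominal compound dose of 4.8 µM; Schedule: 5 h incubation at 4 °C; Technique: TR-FRET with europium anti-GST and streptavidin-D2, 340 nm excitation; Controls: biotin wells as high control, 0.6% DMSO wells as low control.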
aDG glyco act = increases alpha dystroglycan glycosylation; AID 624168; activation, % at 10 µM; 0.22% of 360,000 active; Pro5-aDG cells, alpha-DG glycosylation AlphaScreen (IIH6); 0% Pro5, 100% B10-LARGE cell signal;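 active = activation of at least 8% versus controls, or a plate z-score of at least 8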;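 note: Pro5 are CHO cells carrying HIG-tagged alpha-DG that lacks glycosylation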
HIF-2a block = HIF-2a inhibition; 786-0 RCC cells HIF-2a reporter, luciferase luminescence, overnight; inhibition, % at 18.8 µM; 0.72% of 360,000 active;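 active = inhibition of the luminescence signal of 40% or more relative to plate controls, in a single-dose primary screen at 18.75 µM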
CF NFkB inh = inhibitors of cystic fibrosis induced NF-kB; KKLEB NF-kB-GFP reporter, PAF-induced, GFP fluorescence overnight; inhibition, % at 5 µM; 0.86% of 360,000 active; AID 588850;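 active = at least 50% inhibition at 5 µM, scaled per plate between neutral and stimulator controls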;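 note: PAF is a Pseudomonas aeruginosa culture filtrate used as stimulus; plate controls were PAF-stimulated DMSO wells for no effect and unstimulated DMSO wells for full effect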
* hit, by the source's call; u = inconclusive; x = no result given.

SMILES | NR2E3 ag-1 | KKLEB tox | Peg3 prom inh | TWEAK Fn14 block | TRPM1 prom inh | Shn3 inh set2 | iPSC survival up | NR2E3 ag-2 | aDG glyco act | HIF-2a block | CF NFkB inh
COc1cccc(C(=O)NC2(C(F)(F)F)N=C3SCCN3C2=O)c1 (centres undefined) | 15 | 5 | 5 | 1 | -2 | 2 | 0.2 | -2 | -0.2 | 14 | -1
CCOC(=O)C1=CN(C(C)C)CCC1=O | -29 | -9 | 8 | 2 | 3 | -5 | 0.7 | x | 0.0 | 0 | 25
CC1(C)CC(=O)C2=C(C1)OC(N)=C(C#N)C21C(=O)N(Cc2ccccc2Cl)c2ccccc21 (centres undefined) | 18 | -7 | 31 | 28 | 2 | -22 | -2.4 | -3 | 0.2 | 28 | -1
Nc1nc2c(F)cccc2s1 | -25 | 10 | -1 | -20 | -1 | -1 | 0.2 | 5 | -0.1 | -1 | -11
COc1ccc(NC(=O)NCc2cccnc2)cc1OC | 1 | 5 | -8 | 2 | -2 | -16 | 5.3 | 0 | 0.0 | 11 | -3
CCN(CC)S(=O)(=O)c1ccc2[nH]cc(C(=O)NCCCN3CCCCC3C)c(=O)c2c1 (centres undefined) | -10 | 8 | 6 | -12 | -6 | -5 | -0.7 | 5 | -0.2 | -10 | -4
Cc1csc(=O)n1CC(=O)OCC(=O)Nc1ccc(Cl)cc1F | -1 | 3 | 12 | 11 | 7 | 7 | 1.4 | 4 | -0.4 | 0 | 4
NS(=O)(=O)c1ccc(CCNC(=O)CN2CCN(c3ccccc3O)CC2)cc1 | 7 | 10 | 8 | 0 | -4 | -1 | 0.2 | 1 | 0.5 | 10 | 1
O=C(NC1CCCCC1)C(c1ccccc1)N(C(=O)Cc1ccsc1)c1ccccc1 (centres undefined) | -6 | 4 | 10 | -7 | -1 | -18 | -0.6 | 0 | 0.0 | 9 | 9
Cc1nc(NC(=O)c2ccc([N+](=O)[O-])cc2Cl)sc1C(=O)N(C)C | -11 | 6 | 0 | 12 | 11 | -5 | -0.4 | 3 | 0.2 | 3 | 0
CSCCC1NC(=O)N(CC(=O)Nc2ccc(Cl)c(S(=O)(=O)N3CCOCC3)c2)C1=O (centres undefined) | 13 | 3 | 5 | 4 | -5 | -57 | -1.4 | x | 0.4 | 7 | -1
Cc1ccc(S(=O)(=O)N2CCCC2C(=O)NCc2ccccc2F)cc1 (centres undefined) | -20 | 7 | 8 | 0 | 13 | -16 | 0.1 | 3 | -0.1 | 17 | 2
CCN(Cc1ccccc1)C(=O)CSc1nncn1C | 0 | 6 | 2 | 4 | 4 | -23 | -0.5 | 2 | -0.1 | 5 | 6
CN(CC(=O)Nc1ccccc1F)CC(=O)Nc1ccccc1Br | -6 | 9 | 24 | 2 | -2 | -4 | 0.0 | 3 | 0.0 | 12 | 4
CC(NC(=O)OCc1ccccc1)C(=O)Oc1cc2oc(=O)cc(-c3ccccc3)c2cc1Cl (centres undefined) | -15 | -8 | -15 | 71* | -2 | 0 | 0.2 | 1 | 0.0 | 5 | 63*
C=C1C2(C(=O)NCc3ccco3)CCC(C2)C1(C)C (centres undefined) | -1 | -11 | 16 | -9 | 1 | 2 | -1.4 | 5 | -0.2 | 17 | 8
CCNc1nc(NC(C)C)nc(OCCNS(=O)(=O)c2cc(C)ccc2C)n1 | -14 | 0 | 11 | 6 | 4 | -26 | 1.7 | -2 | 0.1 | 15 | -2
CCCn1c(NC(=O)C2CCN(S(=O)(=O)c3cccs3)CC2)nc2ccccc21 | 23 | -14 | 18 | 28 | 25 | 41 | -2.0 | 1 | 0.9 | 18 | 17
O=C1C=CN(C(=O)Oc2ccccc2)CC1 | -9 | 8 | 11 | 4 | 15 | -2 | 1.4 | -2 | -0.2 | 11 | -5
CCc1ccc(CNC(=O)C2CCN(S(=O)(=O)N3CCCC3)CC2)cc1 | 29 | 5 | -7 | 16 | 7 | 6 | -0.5 | -1 | 0.1 | 9 | 10
Cc1ccccc1Oc1ccc2c(c1)[C@@H]1C[C@H](N(C)C(=O)NC3CCCCC3)[C@H]([C@H](C)O)C(=O)N1CC2 | -57 | 0 | -1 | 3 | 10 | 14 | 1.1 | x | 0.1 | -17 | 13
CC(C)OC(=O)c1cccnc1N1CCN(c2cccc(Cl)c2)CC1 | -29 | -3 | 11 | -3 | 3 | 2 | 1.0 | 1 | -0.1 | 4 | 17
O=C(Cn1ccc2ccccc2c1=O)NCCC(=O)N1CCN(c2cccc(C(F)(F)F)c2)CC1 | 2 | -7 | 8 | 15 | 5 | 20 | 2.4 | 0 | 0.3 | 13 | 2
Cc1nc2c(C)cccn2c(=O)c1NC(=O)c1cccc2ccccc12 | -25 | 11 | 21 | 0 | 7 | 16 | 3.6 | -1 | -0.3 | 9 | -16
COc1ccc(C(=O)Nc2ncccc2C)cc1S(=O)(=O)N1CCCc2ccccc21 | -12 | 16 | 6 | 4 | 17 | -2 | -0.1 | 5 | -0.1 | 15 | -4

One compound at a time, as listed above. Screens in order: NR2E3 ag-1, KKLEB tox, Peg3 prom inh, TWEAK Fn14 block, TRPM1 prom inh, Shn3 inh set2, iPSC survival up, NR2E3 ag-2, aDG glyco act, HIF-2a block, CF NFkB inh
`COc1ccc(C(=O)Nc2ncccc2C)cc1S(=O)(=O)N1CCCc2ccccc21` as listed: -12, 16, 6, 4, 17, -2, -0.1, 5, -0.1, 15, -4
`CCN(Cc1ccccc1)C(=O)CSc1nncn1C` as listed: 0, 6, 2, 4, 4, -23, -0.5, 2, -0.1, 5, 6
`CN(CC(=O)Nc1ccccc1F)CC(=O)Nc1ccccc1Br` as listed: -6, 9, 24, 2, -2, -4, 0.0, 3, 0.0, 12, 4

Following part.
SMILES | NR2E3 ag-1 | KKLEB tox | Peg3 prom inh | TWEAK Fn14 block | TRPM1 prom inh | Shn3 inh set2 | iPSC survival up | NR2E3 ag-2 | aDG glyco act | HIF-2a block | CF NFkB inh
Cc1cccc(NC2=C/C(=N/S(=O)(=O)c3cccs3)c3ccccc3C2=O)c1 | -6 | -65* | 45 | 97* | 102* | 93* | -3.4 | 0 | 0.6 | 7 | 93*
COc1ccccc1CCc1nnc(N)s1 | -1 | -2 | 5 | -11 | 10 | 14 | -0.4 | -2 | -0.1 | 13 | -3
CNc1cncc(-c2ccc(O)cc2C)n1 | 7 | -2 | 10 | 27 | x | 3 | 0.5 | x | -0.4 | 4 | 8
Cc1ccc(NC(=O)c2cc([N+](=O)[O-])ccc2NCc2cccnc2)cc1Cl | -32 | -13 | 7 | 29 | 5 | 26 | 0.5 | -2 | 0.7 | -42 | 6
COc1ccccc1NC(=O)CSc1nnc(Cn2c(=O)sc3ccccc32)n1C | -11 | 5 | 6 | -5 | x | -7 | 1.1 | 0 | 0.4 | 9 | 3
C[C@@H]1CN([C@@H](C)CO)C(=O)c2cc(NC(=O)Nc3ccc4c(c3)OCO4)ccc2O[C@H]1CN(C)S(=O)(=O)c1cn(C)cn1 | -25 | -2 | -10 | -2 | -6 | -17 | -0.8 | x | 0.2 | -1 | 6
COc1ccc(C(=O)c2ccc(OC)c(OC)c2OC)cc1 | -30 | -14 | 13 | 33 | 11 | 10 | -2.9 | x | 0.4 | 11 | 15
O=S(=O)(Cc1ccc(Cl)cc1)N1CCN(Cc2ccc3c(c2)OCO3)CC1 | 8 | 10 | 13 | -9 | 6 | 1 | -0.1 | -5 | 0.2 | 19 | -2
Cn1nnnc1Sc1ncnc2scc(-c3ccccc3)c12 | 63 | -24 | 49 | 28 | 36 | 8 | 0.3 | 0 | 0.2 | 60* | 38
Cc1ccc(NC(=O)CSc2nnc(C)c(=O)n2N)cc1 | -25 | -1 | 0 | 12 | 2 | -5 | -0.3 | 0 | -0.3 | 2 | 7
COC(=O)c1cn[nH]c1NC(=S)Nc1ccc(Cl)c(Cl)c1 | -60 | 14 | -162 | 69* | -25 | -31 | -1.8 | 2 | 0.2 | -176 | 23
CCn1cc(C(=O)O)c(=O)c2cc(F)c(N3CCN(S(=O)(=O)c4ccc5c(c4)OCCO5)CC3)cc21 | 6 | -12 | 13 | -30 | -12 | 13 | -0.2 | -1 | -0.3 | 23 | -16
COCCn1c(=S)[nH]c2cc(C(=O)N3CCc4ccccc4C3)ccc2c1=O | 3 | 12 | 10 | 3 | -4 | -13 | -0.8 | -2 | 0.3 | 12 | 3
Cc1cc(C)n(CC(=O)N/N=C/c2c[nH]c3ccccc23)n1 | -7 | 5 | -30 | -2 | -4 | -2 | -0.4 | -6 | 0.1 | -8 | -9
C[C@H](CO)N1C[C@H](C)[C@@H](CN(C)Cc2ccc(-c3ccccc3)cc2)Oc2c(NC(=O)Nc3ccc4c(c3)OCO4)cccc2C1=O | -15 | -2 | 94* | 22 | 1 | -26 | -1.8 | x | 0.2 | -46 | 6
NC(Cc1ccc(C(F)(F)F)cc1)c1csc(Nc2cc(Oc3ccccc3)ncn2)n1 (centres undefined) | 15 | -94* | 106* | 14 | x | 55 | -4.1 | x | -0.6 | 11 | 91*
CCCOc1cccc(C(=O)N(Cc2ccco2)C2CCS(=O)(=O)C2)c1 (centres undefined) | 11 | -1 | 7 | 5 | 11 | 2 | -5.3 | 2 | 0.1 | 22 | 1
COc1ccc(NC(=O)NCc2ccccn2)c(OC)c1 | -15 | 5 | -4 | 0 | 12 | 9 | 0.3 | -2 | 0.0 | 2 | 12
CCOC(=O)C1CCCN(C(=O)CNC(=O)c2nn(-c3ccc(OC)c(Cl)c3)c(=O)c3ccccc23)C1 (centres undefined) | -8 | -2 | 18 | 24 | u | 24 | 1.7 | -7 | -0.3 | -28 | 6
C=COCCNC(=O)Nc1ccc(Cl)c(Cl)c1 | 8 | -1 | 6 | 10 | 21 | -4 | -0.4 | 4 | -0.1 | -32 | -24
COc1ccc(NC(=O)CCCNC(=O)c2ccc(Cl)cc2)cc1OC | -31 | -2 | 25 | 3 | 3 | 6 | -0.7 | 0 | 0.1 | 20 | 13
O=C(c1ccc(N2CCCCC2)c([N+](=O)[O-])c1)N1CCOCC1 | -22 | 0 | -11 | 18 | 6 | -12 | 1.3 | 2 | 0.0 | -9 | 9
CC12CCC(=O)N1C(C(=O)Nc1ccc(SC(F)F)cc1)CS2 (centres undefined) | -40 | 6 | -7 | -8 | -13 | -4 | 0.1 | -6 | -0.1 | 4 | -4
Cc1ccc(C)c(CC(=O)N2CCCC(c3cc(C(=O)Nc4ccccc4Cl)no3)C2)c1 (centres undefined) | -16 | -3 | -19 | 2 | x | 18 | 3.6 | x | 0.2 | -44 | 18
Cc1cc(=O)[nH]c(N/N=C/c2ccc(O)c(O)c2)n1 | -22 | 9 | 25 | 24 | -40 | -6 | -0.5 | -8 | -0.1 | 8 | -3
Cc1cc(Cl)c(S(=O)(=O)N2CCCC2)cc1OCC(=O)NC1CCCCC1 | 13 | 2 | 16 | 12 | 17 | 40 | -0.5 | 4 | 0.4 | 14 | -5
